RAD54 inh = RAD54 (human) branch migration inhibition. Q92698. inhibition, % at 10.4 µM. 0.14% of 360,000 active. RAD54 Holliday junction branch migration, FAM/BHQ fluorescence;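 active = mean normalized replicate activity at least 40 and at least half of replicates scoring 40 or more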;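 note: 0% = median of neutral control wells and 100% = median of positive control wells; inhibitors cause a drop in the FAM fluorescence signal; in these data hits start at about 50%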
miR122 inh = blocks miR-122 activity in Huh7 sensor cells; Huh7 miR-122 Renilla luciferase sensor, 48 h; neutral wells = 0, positive control = 100; activation (reporter increase), % at 12.5 µM; 0.3% of 340,000 active;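 active = mean replicate activation score at least 90 and every replicate individually at or above 90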;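 note: higher luciferase means less miR-122 activity so hits act as miR-122 inhibitors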
RAD52 inh = RAD52 (human) annealing inhibition; recombinant RAD52 DNA annealing, FRET fluorescence; 0.46% of 360,000 active; P43351; inhibition, % at 18.7 µM; AID 651710;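 active = every replicate showing at least 50% inhibition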
ERAP1 HTS inh = inhibitors of human ERAP1 aminopeptidase. Q9NZ08. recombinant ERAP1, Leu-AMC fluorescence, 60 min. inhibition, % at 10.7 µM. 0.15% of 340,000 active. AID 652197;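 active = mean replicate inhibition of at least 30%, or all replicates individually reaching that 30% level; inactive = mean below 30% and not every replicate reaching it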;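 note: 0% = neutral control wells and 100% = L-leucinethiol positive control wells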
Target sequence (Q9NZ08 whole entry, looked up): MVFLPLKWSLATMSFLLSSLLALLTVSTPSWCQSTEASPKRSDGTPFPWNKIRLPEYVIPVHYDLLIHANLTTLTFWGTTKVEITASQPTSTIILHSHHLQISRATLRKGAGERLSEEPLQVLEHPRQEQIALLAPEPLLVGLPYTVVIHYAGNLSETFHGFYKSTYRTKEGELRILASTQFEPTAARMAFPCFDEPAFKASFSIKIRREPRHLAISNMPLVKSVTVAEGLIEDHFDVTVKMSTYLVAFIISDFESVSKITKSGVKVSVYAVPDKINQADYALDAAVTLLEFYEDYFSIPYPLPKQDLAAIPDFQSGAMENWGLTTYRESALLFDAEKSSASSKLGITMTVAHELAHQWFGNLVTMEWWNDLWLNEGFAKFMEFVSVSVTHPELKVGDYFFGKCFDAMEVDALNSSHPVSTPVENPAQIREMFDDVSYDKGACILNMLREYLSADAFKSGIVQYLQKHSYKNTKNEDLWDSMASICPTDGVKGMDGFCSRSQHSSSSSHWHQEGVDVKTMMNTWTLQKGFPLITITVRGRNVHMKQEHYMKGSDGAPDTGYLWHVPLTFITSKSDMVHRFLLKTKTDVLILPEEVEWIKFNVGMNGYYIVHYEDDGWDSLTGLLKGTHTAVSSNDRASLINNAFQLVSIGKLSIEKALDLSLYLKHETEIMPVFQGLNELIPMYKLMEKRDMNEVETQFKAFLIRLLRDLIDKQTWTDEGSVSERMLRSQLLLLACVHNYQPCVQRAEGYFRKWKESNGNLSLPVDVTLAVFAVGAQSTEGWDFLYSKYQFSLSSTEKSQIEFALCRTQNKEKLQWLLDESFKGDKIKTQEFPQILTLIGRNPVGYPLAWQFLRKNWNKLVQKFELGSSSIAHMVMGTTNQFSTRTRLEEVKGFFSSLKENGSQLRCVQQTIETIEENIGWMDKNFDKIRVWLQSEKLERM
E-selectin induc = induces E-selectin expression in human endothelial cells | 0.37% of 260,000 active | HUVEC E-selectin immunofluorescence imaging; normalized: neutral wells 0, TNF-alpha wells 100 | P16581 | activation, % at 7.58 µM;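 active = mean E-selectin-positive cell signal at least 10% of the positive control, reached in at least 60% of replicates, without over 20% cell loss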;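 note: in these data hits start at about 27%; measured in HUVEC primary endothelial cells; signal is the percent of cells scored E-selectin positive by PE staining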
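Assay system: HUVEC, human umbilical vein endothelial cells / Amount: 3,000 HUVEC/well / Controls: TNF-alpha positive control, DMSO neutral control / Compound dosing: single concentration / Medium: EGM-2 over gelatin coat / Evaluation: percent E-selectin-positive cells / Signal: immunofluorescence imaging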
PglD DTNB = PglD (C. jejuni) enzyme inhibition; inhibition, % at 12.5 µM; 0.098% of 360,000 active; purified PglD enzyme, DTNB colorimetric CoA detection; in the data active = inhibition above about 16%, passing the limit was not always enough; note: strong numbers were not always called active
PGC1a acetyl inh = lowers PGC1a acetylation signal in U2OS cells | AlphaScreen anti-acetyl-lysine; with virally co-expressed GCN5 acetyltransferase | inhibition, % at 15.6 µM | AID 651687 | 0.17% of 350,000 active;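 active = every replicate shows inhibition of at least 40%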;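 note: 0% = neutral control wells and 100% = positive control wells; some results beyond the cut were filed as inactive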
Cneo AK release = causes C. neoformans cell lysis | adenylate kinase release luminescence, 4 h; normalised: neutral wells 0, clomiphene wells 100 | lysis activity, % at 15 µM | 0.2% of 360,000 active | AID 651654;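 active = mean lysis activity across replicates of at least 80%, whatever share of replicates individually reach that level; inactive = mean lysis activity below 80%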
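read-out = cell lysis signal | test system = log-phase Cryptococcus neoformans yeast cells | input = cells at 5 × 10^6 per mL | medium = fresh YPD growth medium | signal = luminescent adenylate kinase detection reagent | timing = 4 h at 37 °C static, read 1 h later | dosing = single dose | controls = Clomiphene as positive lysis control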
Numbers without * were called inactive; . = no result given; & = joins results of further samples; [ ] = another dose, or the depositor's remark.

A first look, two compounds:
SMILES	RAD54 inh	miR122 inh	RAD52 inh	ERAP1 HTS inh	E-selectin induc	PglD DTNB	PGC1a acetyl inh	Cneo AK release
CCCNC(=O)NCCc1ccncc1	0	-8	.	.	.	1	8	0
CCN(CC)C(=O)N1CCn2c(nc3ccccc32)C1	-4	50	.	.	.	-2	-24	3

The whole of this part, previewed entries included:
SMILES	RAD54 inh	miR122 inh	RAD52 inh	ERAP1 HTS inh	E-selectin induc	PglD DTNB	PGC1a acetyl inh	Cneo AK release
CCCNC(=O)NCCc1ccncc1	0	-8	.	.	.	1	8	0
CCN(CC)C(=O)N1CCn2c(nc3ccccc32)C1	-4	50	.	.	.	-2	-24	3
CN1CCN(C(=O)c2cccc(-c3cccc4nccn34)c2)CC1	0	5	-12	1	-0.8	3	-9	-15
C=CCNC(=O)CSc1nnc(-c2ccccn2)n1Cc1ccccc1	-3	-5	-12	1	0.0	-3	.	-1
Cc1cc(-c2nnc(-c3cccc(Cl)c3)o2)no1	-3	-6	-16	4	0.0	6	0	-8
C[C@@H]1CCCCO[C@H](CN(C)C(=O)c2ccncc2)[C@@H](C)CN([C@@H](C)CO)C(=O)c2cc(NS(C)(=O)=O)ccc2O1	-1	1[16.7 µM]	2	-1	-0.2	-1	4	0
CCN(CC(=O)Nc1cccc(OC)c1)CC(=O)Nc1cccc2ccccc12	4	2	-2	-1	.	5	2	0
S=C(NCCCN1CCOCC1)NN=C1c2ccccc2-c2ccccc21	22	-9	-12	1	0.3	-1	-4	12
Cc1scc(C(=O)N/N=C/c2ccc(OC(C)C)cc2)c1C	-1	26	.	.	.	-3	-12	-6
O=C(CCS(=O)(=O)c1cccc2nsnc12)NC1CCCCCC1	10	-4	.	.	.	-1	7	1
O=C(NCc1ccccc1)c1cc(C2COCCN2C(=O)c2ccc3c(c2)CCO3)on1 (stereo not drawn)	3	-3	-17	-1	0.0	5	3	2
Cc1cccc(NS(=O)(=O)c2nnc(NC(=O)CC(C)C)s2)c1	1	4	-10	1	0.2	-6	8	3
C[C@@H]1CN([C@@H](C)CO)C(=O)c2cc(NS(=O)(=O)c3cn(C)cn3)ccc2O[C@@H](C)CCCCO[C@H]1CN(C)C(=O)Nc1ccc2c(c1)OCO2	7	4[16.7 µM]	-3	1	0.2	1	6	7
C[C@H]1CN([C@@H](C)CO)C(=O)c2cccc(N(C)C)c2O[C@@H]1CN(C)Cc1ccccc1	0	14[16.7 µM]	-11	0	0.1	0	0	5
Cc1cc(C)c(S(=O)(=O)n2cnc3ccccc32)c(C)c1	-2	3	-16	4	.	-6	1	-1
Cc1c(Cl)cccc1NC(=O)Cc1ccc([N+](=O)[O-])cc1	3	1	0	-3	.	8	-1	-1
CNC(=O)c1cc2cc(Cc3ccccc3Cl)ccc2oc1=O	-25	1	-35	0	0.0	-1	.	0
COC(=O)c1c(-c2ccc(SC)cc2)sc2ccccc12	-5	-3	-3	1	0.3	7	-1	-4
CC1(/[N+]([O-])=C/c2ccc(Cl)cc2Cl)CCCCC1=O (stereo not drawn)	-2	-4	-8	-2	0.0	2	3	2
CCCN(Cc1nnc(-c2ccccc2Cl)o1)C(=O)c1cc(S(=O)(=O)N2CCOCC2)ccc1F	-6	-4	-7	4	.	-4	6	0
C[C@H]1CN([C@@H](C)CO)C(=O)c2cc(N(C)C)ccc2O[C@@H]1CN(C)Cc1ccc(-c2ccccc2)cc1	-16	7[16.7 µM]	10	-4	.	1	-3	-1
NC(=O)c1ccc(NC(=O)CSC2=Nc3ccccc3C3CC=NN23)cc1 (stereo not drawn)	-12	-1	.	.	.	2	9	0
CC(C)CNc1cc(N2CCCC2)ccc1[N+](=O)[O-]	-7	-4	-14	3	.	-4	-10	-3
COc1ccc(NC(=S)N2CCC(NC(=O)c3ccc(OC)cc3)CC2)cc1	-6	3	-6	-3	.	1	2	-1
Cc1cccc(-c2nc(=S)c3c(o2)CCCC3)c1	2	7	.	.	.	1	12	1

Entries of single compounds, quoted from the list:
`CC1(/[N+]([O-])=C/c2ccc(Cl)cc2Cl)CCCCC1=O` (stereo not drawn) reads RAD54 inh = -2; miR122 inh = -4; RAD52 inh = -8; ERAP1 HTS inh = -2; E-selectin induc = 0.0; PglD DTNB = 2; PGC1a acetyl inh = 3; Cneo AK release = 2
`COc1ccc(NC(=S)N2CCC(NC(=O)c3ccc(OC)cc3)CC2)cc1` reads RAD54 inh = -6; miR122 inh = 3; RAD52 inh = -6; ERAP1 HTS inh = -3; E-selectin induc = .; PglD DTNB = 1; PGC1a acetyl inh = 2; Cneo AK release = -1
`S=C(NCCCN1CCOCC1)NN=C1c2ccccc2-c2ccccc21` reads RAD54 inh = 22; miR122 inh = -9; RAD52 inh = -12; ERAP1 HTS inh = 1; E-selectin induc = 0.3; PglD DTNB = -1; PGC1a acetyl inh = -4; Cneo AK release = 12

Additional entries follow.
SMILES	RAD54 inh	miR122 inh	RAD52 inh	ERAP1 HTS inh	E-selectin induc	PglD DTNB	PGC1a acetyl inh	Cneo AK release
C[C@@H]1CN([C@H](C)CO)C(=O)c2cc(NS(=O)(=O)c3cccs3)ccc2O[C@@H](C)CCCCO[C@H]1CN(C)Cc1ccncc1	-4	-1[16.7 µM]	-5	-2	0.0	0	5	-4
O=C(CCl)Nc1cccc(Oc2ccccc2)c1	1	-2	-7	-2	1.4	-5	-18	2
O=C(C[C@@H]1CC[C@@H](NC(=O)c2ccncc2)[C@H](CO)O1)NCc1ccncn1	.	.	2	1	0.2	.	5	.
C[C@H](NC(=O)C[C@H]1CC[C@@H]2[C@@H](COc3ccc(NC(=O)C4CCOCC4)cc3C(=O)N2C)O1)c1ccccc1	-8	4[16.7 µM]	0	5	-0.1	1	4	-2
COc1ccc(NC(=O)COC(=O)CO/N=C(\C)c2ccc3c(c2)OCO3)cc1S(N)(=O)=O	-7	-11	-11	0	-0.1	4	-3	-1
COc1ccc(-c2cc(NC=O)c3ncc(-c4cccc(OC)c4)n3c2)cc1	0	6	-37	-4	0.0	-15	-1	-1
NC1=NC(=O)/C(=C/c2cccc(F)c2)S1	-4	-7	-20	-1	54*	-4	5	-1
CCOC(=O)C1CCN(c2cc(=O)n(Cc3ccc(F)cc3)c(=O)[nH]2)CC1	17	.	-8	3	-2.4	4	.	0
C[C@@H]1CN([C@H](C)CO)C(=O)c2cccc(NC(=O)Nc3ccccc3)c2O[C@H]1CN(C)C(=O)Nc1ccc2c(c1)OCO2	2	3[16.7 µM]	3	-1	-0.4	0	9	-2
COc1ccc(COC(=O)C2=C(C)NC(=O)NC2c2ccccc2F)cc1 (stereo not drawn)	6	-1	-6	-1	-1.6	3	10	2
O=C(Nc1nnc(SCc2ccc(F)cc2)s1)C1CC(=O)N(c2ccc3c(c2)OCCO3)C1 (stereo not drawn)	2	2	.	.	.	4	.	-4
Cc1ccc(N2C(=O)CC(Sc3ncn[nH]3)C2=O)cc1C (stereo not drawn)	-10	-7	.	.	.	7	-11	-1
N#Cc1cccc(NC(=O)c2cc(C3CCCCN3C(=O)c3cccs3)on2)c1 (stereo not drawn)	0	-1	-8	9	0.0	-4	-14	-3
O=C(Nc1nnc(-c2cccs2)o1)C1CC1	2	-7	-7	2	-1.0	2	-2	-1
C[C@@H]1CN([C@H](C)CO)C(=O)c2cc(NC(=O)c3ccncc3)ccc2O[C@@H]1CN(C)CC1CCCCC1	-4	-4[16.7 µM]	-5	-3	0.0	-1	0	-2
COc1ccc(N2CCN(C(=O)COC(=O)c3oc4ccccc4c3C)CC2)cc1	-1	-4	-22	1	-1.1	2	-5	0
COc1ccc(C(=O)NNC(=O)c2snnc2C)cc1	1	7	-6	4	2.7	0	.	-1
CC(C)N1CCN(c2ccc(S(=O)(=O)N3CCOCC3)cn2)CC1	-8	-2	-17	2	-0.1	-3	6	2
CCOC(=O)C1C(=O)Nc2nc3ccccc3n2C1C(C)C (stereo not drawn)	-9	0	-6	4	.	0	9	.
CC(=O)OC(C(=O)NC1CCCCC1)c1ccccc1F (stereo not drawn)	.	.	0	-4	1.4	.	13	.
O=C(CCc1nnc2n(Cc3ccc(Cl)cc3)c(=O)c3ccccc3n12)N1CCN(c2ccccn2)CC1	-4	-6	.	.	.	2	-4	0
COCC(=O)Nc1ccc2c(c1)[C@H]1C[C@H](CC(=O)NCc3ccccc3OC)O[C@@H](CO)[C@H]1O2	10	1[16.7 µM]	-16	-2	0.2	-2	-2	-1
COC(=O)c1ccccc1S(=O)(=O)N1CCC(C(=O)N(C)CCOc2ccccc2)CC1	-3	.	-3	0	.	7	.	-4
C[C@@H]1CN([C@@H](C)CO)C(=O)Cc2cc(NC(=O)CCN3CCOCC3)ccc2O[C@H]1CN(C)Cc1ccccc1	-5	6[16.7 µM]	3	1	-0.1	2	.	-1
C[C@H](CO)N1C[C@H](C)[C@@H](CN(C)S(=O)(=O)c2ccccc2F)Oc2ncc(C#Cc3cccnc3)cc2C1=O	3&-1&13	-2	-5&-10&13	2&0	-2.8&-0.1	3&4&12	-4&-9&-3	0&9&-1
Carrying on:
SMILES	RAD54 inh	miR122 inh	RAD52 inh	ERAP1 HTS inh	E-selectin induc	PglD DTNB	PGC1a acetyl inh	Cneo AK release
Cc1ccc(CNC(=O)C2CCC(=O)N2Cc2ccccc2Cl)cc1 (stereo not drawn)	-5	3	-13	-2	-0.2	2	.	-3
CO[C@@H]1CN(C)C(=O)c2ccc(NC(=O)C3CCCCC3)cc2OC[C@@H](C)N(C(=O)c2ccccc2)C[C@H]1C	6	-7[16.7 µM]	-3	2	0.0	-2	9	0
NC(=O)C1CCN(C(=O)c2cc3c(s2)CCCCC3)CC1	0	2	2	-1	.	0	-7	-2
O=C1CN(C(=O)c2cc3ccccc3oc2=O)C(c2ccc(F)cc2)c2cc(Br)ccc2N1 (stereo not drawn)	1	10	-2	-1	0.9	0	-6	-2
COc1ccc(/C=N/N2CCN(Cc3ccccc3)CC2)cc1	5	-16	5	-2	0.0	10	-1	-2
COc1cccc(S(=O)(=O)N2C[C@@H](O)COC[C@H]3O[C@H](CC(=O)N4CCN(c5ccccc5)CC4)CC[C@@H]32)c1	-2	-1[16.7 µM]	-26	1	-0.2	-2	0	-2
COc1ccc(/C=C2\Oc3cc(OCC(=O)N4CCC[C@H]4C(=O)O)ccc3C2=O)c(OC)c1OC	3	-2	6	7	.	-5	-1	0
Cc1cc(C(=O)CS(=O)(=O)c2ccc(F)cc2)cc(C)c1O	-31	5	-8	0	-0.3	1	-2	1
Cc1csc(NC(=O)C2CC(=O)N(Cc3ccco3)C2)n1 (stereo not drawn)	.	21	-14	-2	-0.1	.	0	.
CN1CCCC1=Nc1ccccc1	-15	-18	-4	1	.	1	.	-2
Cc1ccc(N2C(=O)CS/C2=C(\C(Cl)=C(Cl)Cl)[N+](=O)[O-])cc1	-11	-6	-8	1	.	8	12	-1
Cc1noc(C)c1S(=O)(=O)Nc1ccc2c(c1)C(=O)N([C@@H](C)CO)C[C@H](C)[C@H](CN(C)Cc1ccc(C(=O)O)cc1)OCCCC[C@H](C)O2	-3	7[16.7 µM]	3	-3	0.5	8	-14	-1
O=[N+]([O-])c1ccc(Oc2ccc(-c3nnco3)cc2)c(Cl)c1	-3	-9	-11	0	.	-2	1	-1
O=C(NCCS(=O)(=O)NCC1CCCO1)c1ccccc1 (stereo not drawn)	0	1	-1	1	-0.3	4	-7	0
CC(C)(CNC(=O)c1cccc(NS(=O)(=O)c2ccc(Br)cc2)c1)N1CCOCC1	-4	2	-3	1	.	5	.	-3
CCCNC(=O)C[C@H]1CC[C@@H]2[C@H](COc3ccc(NC(=O)c4cc(C)on4)cc3C(=O)N2C)O1	-19	0[16.7 µM]	2	2	-0.1	-1	-2	1
CN1C(=O)c2cc(NS(C)(=O)=O)ccc2OC[C@H]2O[C@@H](CC(=O)O)CC[C@@H]21	0	0[16.7 µM]	0	-4	0.1	-2	0	5
O=C(NC(=S)Nc1ccccc1C(=O)O)c1ccc(-c2ccc(Br)cc2)o1	-8	2	-24	-2	.	-1	.	0

Screens deposited in PubChem BioAssay by Broad Institute.
